proCasp3 act: activators of human procaspase-3 D3A mutant, primary screen, biochemical, absorbance, PC-3 D3A mutant, single concentration. AID 463141, 2010. Caspase-3 (Homo sapiens), P42574. activation, % at 8.5 µM. recombinant procaspase-3 D3A, Ac-DEVD-pNA absorbance 405 nm. 0.11% of 330,000 active;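 active = activation above the mean of all tested compounds plus 3 SD, cut at about 21% in these data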;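 note: 0% = DMSO alone and 100% = DMSO wells spiked with extra 5 µM PC-3 D3A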
Target sequence (P42574 whole entry D9A/D28A/D175A): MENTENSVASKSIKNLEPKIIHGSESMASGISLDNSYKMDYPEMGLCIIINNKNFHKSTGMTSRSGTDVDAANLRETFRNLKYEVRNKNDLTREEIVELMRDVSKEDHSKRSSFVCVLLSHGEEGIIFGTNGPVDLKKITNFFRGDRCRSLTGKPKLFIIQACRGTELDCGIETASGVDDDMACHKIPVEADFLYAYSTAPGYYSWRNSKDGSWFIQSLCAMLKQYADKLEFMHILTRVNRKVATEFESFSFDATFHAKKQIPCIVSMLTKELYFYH
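Evaluation: percent activation relative to control range; Material: Procaspase-3 D3A mutant, all three cleavage aspartates alanine; Compound: single dose, 8.5 µM nominal compound, 0.8% DMSO; Replication: one well per compound; Signal: absorbance at 405 nm, 0 and 120 min; Schedule: 1 h preincubation plus 2 h reaction at 25 °C.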
RPL19A TOR yeast: RPL19A-GFP expression modulators in yeast, primary screen, cell-based, S. cerevisiae, multiplex flow cytometry, MLPCN | S. cerevisiae RPL19A-GFP strain, 3 h; stronger effect = lower value | 0.3% of 330,000 active | percent response vs DMSO, % at 10 µM;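 active = percent response vs DMSO below 50%; inconclusive = fewer than 70 events counted for the yeast strain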;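 note: median channel GFP fluorescence of the barcoded RPL19A-GFP strain; ratio of sample median GFP to plate DMSO average so 100% = DMSO; lower means less RPL19A-GFP as with rapamycin TOR inhibition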
MEP2 TOR yeast: modulators of MEP2-GFP levels in yeast, primary screen, S. cerevisiae, multiplex flow cytometry, MLPCN library; AID 2016, 2009; GFP response vs DMSO, % at 10 µM; 0.51% of 330,000 active; S. cerevisiae MEP2-GFP strain, 3 h; 100% = DMSO control level;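 active = GFP response versus DMSO above a set limit, roughly screen mean plus 3 SD, cut at about 180% in these data; inconclusive = fewer than 70 cells counted for a yeast strain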;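 note: median GFP fluorescence of the barcode-gated MEP2-GFP cells per well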
JMJD2C inh: inhibitors of GASC-1 histone demethylase, primary screen, biochemical, fluorescence, DELFIA europium; GST-JMJD2C(1-420) H3K9me3 demethylation; inhibition, % at 2.35 µM; 0.069% of 330,000 active; AID 2099, 2009;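 active = more than half of a compound's replicate wells show inhibition beyond 50%, single wells judged on their own value; inconclusive = some, but no more than half, of replicates pass 50% inhibition; inactive = no replicate passes 50% inhibition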;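 note: signal counts dimethyl H3K9 product captured on neutravidin plate; 0% = median of DMSO wells and 100% = 0.3 times that DMSO median; strong numbers were not always called active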
Target sequence (Q9H3R0 1-420 limits assumed): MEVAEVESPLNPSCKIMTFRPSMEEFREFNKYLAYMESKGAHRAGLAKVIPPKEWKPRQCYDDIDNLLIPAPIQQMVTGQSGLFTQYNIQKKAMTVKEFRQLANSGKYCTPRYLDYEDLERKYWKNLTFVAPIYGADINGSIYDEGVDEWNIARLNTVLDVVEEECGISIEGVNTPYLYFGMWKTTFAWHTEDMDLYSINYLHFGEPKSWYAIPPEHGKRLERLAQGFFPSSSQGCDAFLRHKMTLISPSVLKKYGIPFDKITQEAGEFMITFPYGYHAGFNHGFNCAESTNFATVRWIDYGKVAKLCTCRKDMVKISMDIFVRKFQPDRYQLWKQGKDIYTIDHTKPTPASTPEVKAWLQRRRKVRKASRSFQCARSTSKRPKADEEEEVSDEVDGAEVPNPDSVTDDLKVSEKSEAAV
proCasp7 act: procaspase-7 activators, primary screen, counter-screen for procaspase-3 activator project, biochemical, absorbance, HTS, human; AID 463210, 2010; 0.093% of 330,000 active; recombinant procaspase-7, Ac-DEVD-pNA absorbance 405 nm; D23A/D198A/D206A triple mutant, cannot self-cleave; scale: DMSO 0, 5 µM enzyme 100; Caspase-7 (Homo sapiens), P55210; activation, % at 8.5 µM;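 active = percent activation above the screen-wide mean plus 3 SD, cut at about 25% in these data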
Target sequence (P55210 whole entry D23A/D198A/D206A): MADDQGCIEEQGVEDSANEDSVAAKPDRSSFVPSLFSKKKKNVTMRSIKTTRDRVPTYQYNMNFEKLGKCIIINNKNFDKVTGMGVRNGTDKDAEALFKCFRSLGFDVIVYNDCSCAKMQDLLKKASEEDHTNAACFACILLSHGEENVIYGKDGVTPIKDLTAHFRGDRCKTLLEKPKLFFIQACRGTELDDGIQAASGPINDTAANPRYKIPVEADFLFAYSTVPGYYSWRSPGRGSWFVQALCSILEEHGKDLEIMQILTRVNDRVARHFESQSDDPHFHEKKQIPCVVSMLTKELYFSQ
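signal = Epi-absorbance of released pNA at 405 nm, two timepoints | assay system = Uncleavable procaspase-7 mutant enzyme | reagent = Ac-DEVD-pNA substrate, 400 µM as added | times = 1 h enzyme–compound preincubation and 2 h substrate reaction, both 25 °C | benchmarks = low DMSO alone, high DMSO plus 5 µM PC-7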
AHR act: AHR activators, primary screen, cell-based, luminescence, luciferase reporter, human; Aryl hydrocarbon receptor (Homo sapiens), P35869; AHR-responsive luciferase reporter cells; activation, % at 5 µM; 2.5% of 320,000 active; AID 2796, 2010; in the data active = activation above about 47%;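 note: 0% = vehicle wells and 100% = reference agonist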
CR mimetic SO: reduction of superoxide in aged yeast, primary screen, HTS. S. cerevisiae aged cells, superoxide DHE fluorescence; stronger effect = lower value. superoxide response (% of plate mean), % at 10 µM. 0.18% of 330,000 active. AID 2690, 2010;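 active = superoxide response under a set limit, about three screen SD below normal, cut at about 65% in these data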;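 note: yeast aged for seven days with compound at 30 °C before DHE staining; 100% = average MFI of all compound-treated wells on the plate with controls excluded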
LAP4 TOR yeast: modulators of LAP4-GFP expression in yeast, primary screen, S. cerevisiae, multiplex flow cytometry, MLPCN library. 3 h; median GFP as percent of DMSO wells. GFP response vs DMSO, % at 10 µM. 0.34% of 320,000 active. AID 2023, 2009;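 active = GFP response vs DMSO above a set limit, about the screen mean plus 3 SD, cut at about 150% in these data; inconclusive = under 70 cell events counted for the yeast strain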
* hit, by the source's call; u = inconclusive; x = no result given. An unsorted share of the library. About 3.8% of those tested had a hit in this group.

SMILES	proCasp3 act	RPL19A TOR yeast	MEP2 TOR yeast	JMJD2C inh	proCasp7 act	AHR act	CR mimetic SO	LAP4 TOR yeast
N/C(=N\OC(=O)CCC1CCCC1)c1cccnc1	-9	104	102	-2	7	1	99	94
O=C(N/N=C/C=C/c1ccc([N+](=O)[O-])cc1)C1COc2ccccc2O1 (stereo not given)	-8	92	98	8	6	5	118	106
C[C@@H](C(=O)Nc1ccc(OC(F)F)c(Cl)c1)N1C(=O)C2CC=CCC2C1=O (stereo not given in full)	14	93	100	1	-2	3	100	103
Cc1ccccc1NS(=O)(=O)c1ccc2c(c1)n(C)c(=O)n2C	-1	94	100	-3	5	-1	113	96
Cc1c(Cl)cccc1NC(=O)CC1SC(=NCC2CCCO2)NC1=O (stereo not given)	-2	104	104	2	-4	1	98	93
O=C(Nc1nsc(-c2ccccc2)n1)c1cccs1	3	100	100	-12	5	35	96	120
CN(C)CC/C=C1/c2ccc(F)cc2Sc2ccc(Cl)cc21	2	100	98	-1	-8	0	96	113
COc1ccc(C2CC(c3ccccc3)=NN2c2ccc(/C=N/NC(=O)c3ccncc3)cc2)cc1 (stereo not given)	-241	96	101	-12	-73	10	92	97
COc1ccc(-c2c(=O)n(OCc3nc4ccccc4[nH]3)c3ccccc3[n+]2[O-])cc1	3	93	98	6	7	12	93	109
CCc1cccc(C)c1NC(=S)NCc1ccccc1	6	96	108	3	4	-1	104	94
COc1ccc(OC)c(S(=O)(=O)NC(C)c2cnn(-c3ccccn3)c2C)c1 (stereo not given)	-3	94	99	0	6	2	99	102
Cc1[nH]n(-c2ccccc2)c(=O)c1N=Nc1c(O)cc(S(=O)(=O)N(C)C)c2ccccc12	-3	103	99	21	-6	16	85	130
CCN(Cc1nc2ccccc2c(=O)[nH]1)Cc1cc(=O)oc2cc(OC)ccc12	7	102	100	x	-8	1	99	108
C=CCN(c1ccc(Cl)cc1)S(=O)(=O)c1cccc(C(=O)O)c1	-4	105	105	-10	0	6	110	97
O=S(=O)(c1ccccc1)N1CCN(C(=S)NCc2ccccc2)CC1	5	98	93	-3	-1	1	113	100
CC(C)[C@@H]1NC(=O)N(c2ccc(Oc3ccccc3)cc2)C1=O	-9	109	121	2	3	10	97	121
CCOc1cccc(C(=O)Nc2nnc(-c3cccs3)s2)c1	-4	112	104	8	3	37	102	107
COc1cccc(/C=C/C(=O)OCC(=O)Nc2nnc(-c3ccccc3)o2)c1	7	101	101	-5	6	3	94	105
COc1ccc2[nH]c(C)c(C(=O)CN(C)C)c2c1	-13	100	100	u	14	5	79	96
N/C(CSc1ncccc1C(F)(F)F)=N\O	-3	95	98	x	4	0	114	103

Compound profiles (already shown).
Listed for `C=CCN(c1ccc(Cl)cc1)S(=O)(=O)c1cccc(C(=O)O)c1` : proCasp3 act: -4; RPL19A TOR yeast: 105; MEP2 TOR yeast: 105; JMJD2C inh: -10; proCasp7 act: 0; AHR act: 6; CR mimetic SO: 110; LAP4 TOR yeast: 97
Listed for `Cc1c(Cl)cccc1NC(=O)CC1SC(=NCC2CCCO2)NC1=O` (stereo not given) : proCasp3 act: -2; RPL19A TOR yeast: 104; MEP2 TOR yeast: 104; JMJD2C inh: 2; proCasp7 act: -4; AHR act: 1; CR mimetic SO: 98; LAP4 TOR yeast: 93
Listed for `COc1ccc(OC)c(S(=O)(=O)NC(C)c2cnn(-c3ccccn3)c2C)c1` (stereo not given) : proCasp3 act: -3; RPL19A TOR yeast: 94; MEP2 TOR yeast: 99; JMJD2C inh: 0; proCasp7 act: 6; AHR act: 2; CR mimetic SO: 99; LAP4 TOR yeast: 102

(listing goes on)
SMILES	proCasp3 act	RPL19A TOR yeast	MEP2 TOR yeast	JMJD2C inh	proCasp7 act	AHR act	CR mimetic SO	LAP4 TOR yeast
CCOc1cc([C@@H]2C[C@H]3CN(c4ccccc4)C(=O)[C@]34CCCN24)ccc1OC	-2	101	93	-4	11	1	94	104
O=C(Cn1[nH]c(=O)c2ccccc2c1=O)NCc1cccnc1	2	96	97	4	4	9	104	104
CC1CCN(c2ccc3nnc(CCC(=O)Nc4cccc(F)c4)n3n2)CC1	0	98	103	2	9	-3	117	92
O=C(CN1C(=O)NC2(CCCCCC2)C1=O)c1ccc(OC(F)F)cc1OC(F)F	1	95	99	-3	12	4	100	118
O=c1ccc(Oc2nc(N3CCOCC3)nc(N3CCOCC3)n2)n[nH]1	8	92	95	2	1	2	102	92
CC(=O)Cn1nnc2sc3c(c2c1=O)CCC(C(C)(C)C)C3 (stereo not given)	6	91	103	-16	-1	2	138	95
N#Cc1cnn(-c2nc3sc4c(c3c(=O)[nH]2)CCCC4)c1N	-1	91	99	-2	-2	3	109	103
Cc1ccccc1NC(=O)/C(=C/c1ccccc1)c1ccccc1	-9	97	100	15	-2	7	99	100
O=C(NCc1ccco1)/C(=C/c1cccnc1)NC(=O)c1cccc(Br)c1	-6	102	101	3	16	3	102	98
CC1(C(=O)NCc2ccc(Cl)c(Cl)c2)Oc2ccccc2NC1=O (stereo not given)	-1	103	104	-7	3	-2	109	94
CC(=O)N1c2ccc(S(=O)(=O)NCCC(=O)Nc3ccc(C)c(F)c3)cc2CC1C (stereo not given)	7	92	102	4	1	0	107	92
O=C(NC1CCN(S(=O)(=O)c2ccc(F)cc2)CC1)c1ccccc1	2	100	103	6	6	-4	94	89
COc1ccc(CN2CCC(CO)(Cc3ccccc3C(F)(F)F)CC2)c(F)c1	-2	98	96	5	6	4	82	97
Cc1cc(C)cc(NS(=O)(=O)c2cc(C(=O)NCc3ccccn3)ccc2Cl)c1	-2	99	98	-1	0	0	101	93
O=C1c2ccccc2N2C(=O)c3ccccc3[C@H]2N1c1ccccc1	12	95	101	3	1	3	93	95
CCN(CC)S(=O)(=O)c1cc(NC(=O)c2ccc(Br)s2)ccc1C	-3	101	102	-4	7	5	90	98
Cc1cccc(OCC(=O)NCC(=O)N/N=C/c2ccccc2)c1	4	84	93	-22	13	-1	88	97
COc1ccc(O)c(C(=O)c2cc(C#N)c(=O)n(CCN3CCOCC3)c2)c1	7	97	119	-2	3	-2	99	107
CCN(c1ccc(OC)cc1)S(=O)(=O)c1cc(-c2cc(C)no2)ccc1C(C)C	3	98	102	-153	-4	4	81	97
COc1ccccc1NC(=O)c1ccc(NC(=O)C2CC2C)cc1 (stereo not given)	-2	92	90	5	2	-2	127	86
CC(C)C[C@@H](CC#N)N1CCN(Cc2ccccc2)CCC1=O	-2	97	90	76	-6	0	105	127
COc1ccc(Cl)cc1NC(=S)N1CC(C)OC(C)C1 (stereo not given)	-2	111	107	-5	2	10	105	88
NC(=S)N/N=C/c1coc2c(ccc3ccccc32)c1=O	-10	102	104	2	5	19	106	95
CCOc1ccc(C2C(C(=O)c3ccc(C)o3)=C(O)C(=O)N2Cc2cccnc2)cc1 (stereo not given)	-60	112	119	-4	-100	2	107	104
O=C(Nc1cccc(-c2cn3cccnc3n2)c1)c1ccc2c(c1)OCO2	6	104	103	6	-8	49*	97	103
O=C(Nc1ccccc1)N1CCCCC1c1cccnc1 (stereo not given)	11	100	100	1	12	3	95	101
COc1cccc(-n2c(SC)nnc2-c2cnccn2)c1	4	98	98	1	-5	1	92	99
COc1ccccc1S(=O)(=O)NCc1ccc(C(=O)NC2CCC(O)CC2)cc1 (stereo not given)	8	99	104	x	-2	0	113	109
Cc1cc(Nc2ccc(C)c(C)c2)c2ccccc2n1	-3	100	98	4	-2	24	98	102
CCCn1c(=O)c(C(=O)NCc2ccccc2OC)c(O)c2ccccc21	9	103	106	7	11	0	101	95
C=CCOc1ccc(CNCCO)cc1OCC	-1	101	89	1	9	1	98	96
COc1ccc(C(=O)N2CCC3(CC2)NCCc2[nH]cnc23)cc1OC	0	96	94	6	11	1	106	96
CC(C)(C)NC(=O)COC(=O)c1cc(F)c(F)cc1Cl	4	98	99	-14	-2	3	94	95
C=CCSc1nnc(-c2ccccc2NC(C)=O)c(=O)[nH]1	1	107	104	-13	8	4	104	109
O=C(Cc1ccccc1)NN1C(=O)C2C(C1=O)C1C=CC2C12CC2 (stereo not given)	-2	102	95	4	-4	0	88	98
C=C1C(=O)O[C@@]23[C@H]1CC[C@@H](C)[C@@H]2CC[C@@]1(C)O[C@@H]31	10	92	92	4	7	4	100	135
CC(=O)N1CCC2(CC1)CC(=O)c1cc(Cl)ccc1O2	4	99	101	-3	-5	8	104	98
O=C(O)c1ccccc1-c1nc2ccccc2[nH]1	1	105	98	3	5	4	114	102
CCOC(=O)c1c(C)[nH]c(C)c1S(=O)(=O)NCC1CCN(Cc2ccc(C)cc2)CC1	17	100	109	1	6	0	112	95
CCOc1ccccc1N1CCN(C(=O)COc2ccc3c(C)cc(=O)oc3c2)CC1	-1	110	109	6	3	2	140	105
CCOc1ccccc1N(C(=O)Nc1cccc(Cl)c1)C1=NC(C)CS1 (stereo not given)	-4	103	101	36	6	9	75	92
CCN1CCN(C(=O)c2ccc(Cl)c(S(=O)(=O)N3CCOCC3)c2)CC1	9	93	91	4	1	0	79	88
COC(=O)CN(c1ccc(C)cc1)S(=O)(=O)c1ccc(F)cc1	-4	95	98	-26	5	0	50*	114
CN(C)c1ccc(C(=O)c2ccccc2C(=O)O)c(O)c1	-8	96	92	-7	5	5	99	93
Cc1ccc(-n2nc(CN3CCOCC3)c(-c3ccccc3)c2N)cc1Cl	4	98	88	14	7	4	99	95
O=C(CCC(=O)N1CCOc2ccccc21)NCCCN1CCOCC1	0	91	92	141	-2	2	133	97
COc1ccc(C2=NN(C(=O)CN3CCCCC3)C(c3ccc(C)cc3)C2)cc1 (stereo not given)	-2	110	95	37	-1	0	100	102
CSCC(C)N1CCC(n2nccc2NC(=O)CCCc2ccccc2)CC1 (stereo not given)	1	98	101	28	-3	1	108	93
Cc1c(OCC(=O)NC2CC(C)(C)NC(C)(C)C2)ccc2c3c(c(=O)oc12)CCC3	3	106	105	12	9	-2	119	110
COc1ccc(CCNCc2c(-c3ccccc3)n(C)c3ccccc23)cc1	3	100	96	3	13	10	113	87
N#CC1(c2nc3ccccc3[nH]2)CC1c1ccc2c(c1)OCO2 (stereo not given)	-7	98	107	-4	-6	12	101	99
Cc1ccc(S(=O)(=O)NC(=O)NCC2CCN(S(=O)(=O)c3ccccc3)CC2)cc1	-8	99	104	-23	-4	2	107	91
CCCCCC(=O)O/N=C(\C)c1ccn(S(=O)(=O)c2ccccc2)c1	7	103	96	1	2	1	103	90
CCOC(=O)c1c(S(=O)(=O)N2CCCC(C(=O)Nc3ncccc3C)C2)c(C)n(C)c1C (stereo not given)	6	104	97	-3	3	-2	95	104
CC(C)CN(C(=O)CN(C)C(=O)Cc1ccccc1Cl)c1c(N)n(CC(C)C)c(=O)[nH]c1=O	11	88	99	6	-8	0	109	91
